High-throughput results as filed in PubChem.
Pf growth 96h: inhibits malaria parasite growth, 96 h | P. falciparum luciferase reporter growth, 96 h | Potency, µM (titrated, usually from 28.7 µM), for the others: at the highest dose activity change, negative = inhibition, most hits filed as inhibitors | 6.9% of 320,000 active | AID 504834; also: potency is read from the fitted curve at half-maximal effect; % is scaled to controls: 0 for no effect and ±100 for the full control effect
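Cell-based qHTS: luciferase-tagged P. falciparum in erythrocytes (2% hematocrit, 0.05% parasitemia final) incubated with compounds for 96 hours, 37 C, 5% CO2; luciferase detection reagent then added and luminescence measured.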
TbPYK inhibitor: blocks Trypanosoma brucei pyruvate kinase | Q57TT1 | TbPYK enzyme, Kinase-Glo Plus ATP luminescence, 45 min | Potency, µM (highest dose often 76.8 µM), without a hit: at the highest dose activity, negative = inhibition, hits mostly inhibitors | 0.12% of 410,000 active | AID 624173; also: potency is read from the fitted curve at half-maximal effect; % is scaled to controls: 0 for no effect and ±100 for the full control effect; nearly all actives have a fitted effect of over 50% in size
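Activity of T. brucei pyruvate kinase was followed by Kinase-Glo Plus luminescence after the enzyme reacted 45 min at room temperature with 130 uM ADP (final) and substrate. Test compounds were added before ADP at multiple concentrations.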
LmPK inhibitor: inhibitors of Leishmania mexicana pyruvate kinase; 0.37% of 290,000 active; Potency, µM (series often up to 57.5 µM), for the others: at the top dose activity change, negative = inhibition, actives largely listed as inhibitors; purified LmPK, Kinase-Glo ATP luminescence, 1 h; also: potency is read from the fitted curve at half-maximal effect; % is scaled to controls: 0 for no effect and ±100 for the full control effect
Target sequence (Q27686 whole entry, looked up): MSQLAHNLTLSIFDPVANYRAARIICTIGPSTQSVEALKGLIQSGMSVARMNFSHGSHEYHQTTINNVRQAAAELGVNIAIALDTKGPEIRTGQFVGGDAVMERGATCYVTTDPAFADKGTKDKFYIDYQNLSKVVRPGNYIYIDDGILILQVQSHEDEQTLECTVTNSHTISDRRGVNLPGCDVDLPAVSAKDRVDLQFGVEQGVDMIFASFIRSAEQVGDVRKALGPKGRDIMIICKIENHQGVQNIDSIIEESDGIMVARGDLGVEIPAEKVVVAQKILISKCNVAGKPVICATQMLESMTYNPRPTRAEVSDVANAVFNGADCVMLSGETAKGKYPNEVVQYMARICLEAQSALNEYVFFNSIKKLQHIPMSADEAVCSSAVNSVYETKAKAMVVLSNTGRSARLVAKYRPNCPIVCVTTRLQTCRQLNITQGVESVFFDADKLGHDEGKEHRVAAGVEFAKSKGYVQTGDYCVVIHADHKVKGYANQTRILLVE
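ATP generated from ADP (0.1 mM) and PEP (0.5 mM) by 0.1 nM LmPK over 1 h at room temperature (pH 7.2 imidazole buffer) was detected by coupled luciferase luminescence. Values were normalized to uninhibited and no-enzyme wells.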
CHX counter: affects cycloheximide protein synthesis inhibition readout, counter-screen | cell reporter, cycloheximide protein synthesis inhibition counterscreen | max response, % | 12% of 300,000 active; in the data active = max response mostly above about 13%, no sharp cut-off; inactive = mostly below about 14%; also: read at 38.3 µM for the half of the compounds with a filed dose; 0% is about no effect
Shiga inhibitor: Shiga toxin inhibition; Vero cells, Shiga toxin protein synthesis inhibition reporter; inhibition, % at 38.7 µM; 9.2% of 290,000 active; AID 2315; in the data active = inhibition mostly above about 28%, no sharp cut-off; inactive = mostly below about 43%; also: 0% is about no effect
HCV inh: blocks hepatitis C virus | Huh7.5.1 HCVcc-Cre infection, luciferase reporter, 44 h | Potency, µM (titrated, usually from 41.8 µM), for the others: at the top dose activity change, negative = inhibition, most hits filed as inhibitors | 3.4% of 340,000 active; also: potency is read from the fitted curve at half-maximal effect; % is scaled to controls: 0 for no effect and ±100 for the full control effect
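Infectious HCV cell culture screen: compound-treated cells (1,000/well, pre-plated 4 h) are infected with HCVcc-Cre at roughly 0.5 moi and grown 44 h. Infection is quantified by luciferase signal after 15 min substrate incubation at room temperature.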
Pf growth 48h: P. falciparum growth inhibition at 48 hours (one generation). P. falciparum luciferase growth in erythrocytes, 48 h. Potency, µM (series often up to 28.7 µM), inactives show at the top dose activity change, negative = inhibition, actives largely listed as inhibitors. 5.9% of 310,000 active; also: potency is read from the fitted curve at half-maximal effect; % is scaled to controls: 0 for no effect and ±100 for the full control effect
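Growth was read as firefly luciferase luminescence after a 48 h, 37 C, 5% CO2 exposure of compounds to reporter-bearing P. falciparum cultures (0.1% parasitemia, 2% hematocrit final) in Albumax-supplemented RPMI 1640.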
The depositor's hits bear a star; i = inactive; ? = inconclusive; . = no result given; & = joins results of further samples; [ ] = another dose, or the depositor's remark. Unless noted, calls follow the shape of the dose curve; as a rule, active = well fitted curve in the direction sought with a large enough effect; inconclusive = small, poorly fitted or top-dose-only effect, or another doubt; inactive = no such curve, though single readings can be large; an effect the other way counts as inactive or inconclusive.

Compound	Pf growth 96h	TbPYK inhibitor	LmPK inhibitor	CHX counter	Shiga inhibitor	HCV inh	Pf growth 48h
CCN(CC)CCCN(C(=O)c1cccs1)c1nc(-c2ccc(OC)cc2)cs1	-28%	-3%	7%	9	-5	11µM*	13µM*
COc1ccc(NC(=O)CSCC(=O)N=c2sccn2C)cc1	8%	3%	0%	1	-3	18%	4%
CCCC(=O)Nc1cc(=O)[nH]c2ncnn12	-1%[5.75 µM]	-20%	-1%	-5	-6	4%	9%
O=C(/C=C/c1ccccc1Cl)NCCc1ccccc1	12µM*	-2%	2%	50*	77*	-15%	?
CCOC(=O)C1CCN(C(=O)c2ccccc2NS(=O)(=O)c2ccc(F)c(F)c2)CC1	-29%	-3%	-4%	-4	15	8%	-7%
CC(=O)OC1CC2(C)/C(=N\O)CCC2C2CCc3cc(O)ccc3C12 (stereo unspecified)	-4%	8%	1%	-4	-15	-24%	3%
Cc1ccc2nc(C)c(C(=O)N/N=C/c3ccccc3[N+](=O)[O-])cc2c1	27%	5%	5%	2	9	-5%	43%[activator]
CCC(C)n1c(O)c(C=NCCN2CCOCC2)c(=O)[nH]c1=S (stereo unspecified)	31%[activator]	-16%	4%	-2	-2	16%	37%[activator]

Going on with the list.
Compound	Pf growth 96h	TbPYK inhibitor	LmPK inhibitor	CHX counter	Shiga inhibitor	HCV inh	Pf growth 48h
Cc1occc1-c1nnc(SCC(N)=O)n1Cc1ccccc1	.	-5%	-6%	-2	-22	-3%	12%
CCCCCCNC(=O)CCc1nc2cccnc2n1Cc1ccc(OC)cc1	-3%	4%	-6%	-1	-4	-4%	2%
O=C(Cc1ccc(F)cc1)N1CCC(CC2CC(c3ccc(Cl)cc3)=NO2)(C(=O)NCC2CCCCC2)CC1 (stereo unspecified)	4.7µM*	-9%	-1%	-2	-2	6%	?
O=C(CSc1nnc(-c2ccccc2)o1)Nc1ccccc1F	17%	-3%	-1%	23*	6	17%	.
COc1cc(C2C(C(=O)c3sc(C)nc3C)=C(O)C(=O)N2CCN(C)C)cc(OC)c1OC (stereo unspecified)	19%	0%	0%	-5	1	7%	10%
CCOC(=O)c1c(C)nc2c(c1-c1ccccc1)C(=O)c1ccccc1-2	-12%	3%	0%	-2	-8	?	2%
O=C(CCc1ccc(S(=O)(=O)N2CCOCC2)cc1)Nc1ccc2c(c1)OCCO2	?	2%	9%	14*	49*	-12%	?
CC(C)(OC1OC(CO)C(O)C(O)C1O)[C@H]1Oc2ccc3ccc(=O)oc3c2[C@H]1O (stereo partly specified)	-14%	-3%	-2%	-4	-14	-7%[8.37 µM]	2%

Further compounds.
Compound	Pf growth 96h	TbPYK inhibitor	LmPK inhibitor	CHX counter	Shiga inhibitor	HCV inh	Pf growth 48h
CCn1cc(C(=O)NCc2ccc3c(c2)OCO3)c(=O)c2cc(S(=O)(=O)N(C)C)ccc21	?	0%	2%	3	-9	-17%	12µM*
CC(C)c1ccc(C2C3=C(COC3=O)Nc3cc4c(cc32)OCO4)cc1 (stereo unspecified)	?	-4%	3%	-2	-7	-46%	1%
CCOC(=O)C(C)Oc1ccc(NC(=O)C(Cl)(Cl)Cl)cc1 (stereo unspecified)	-2%	0%	-3%	3	5	3%	?
COc1ccc(CCNC(=O)C2CCN(S(=O)(=O)N3CCCCCC3)CC2)cc1OC	85%[activator]	0%	0%	-8	4	2%	?
CCOc1ccccc1NC(=O)C(OC(=O)c1cc(C)oc1C)c1ccccc1 (stereo unspecified)	?	-16%	6%	-1	15	-9%	13µM*
CC(C(=O)Nc1cccnc1)N1C(=O)C2C3C=CC(C3)C2C1=O (stereo unspecified)	.	4%	0%	0	-4	0%	-5%
Cc1noc(C(=O)N2CCN(c3ccc(F)cc3)CC2)c1Cl	-15%	-1%	-5%	1	7	15%	0%
Cc1ccc(CNC(=O)C2CCCN(S(C)(=O)=O)C2)cc1 (stereo unspecified)	320%[activator]	3%	-8%	-5	-9	2%	.

(continued)
Compound	Pf growth 96h	TbPYK inhibitor	LmPK inhibitor	CHX counter	Shiga inhibitor	HCV inh	Pf growth 48h
CC1(C(=O)NC2CCCCCCC2)CCC(=O)N1Cc1cccnc1 (stereo unspecified)	83%[activator]	4%	-3%	6	10	19%	3%
COc1ccc(/C=C/c2ccc3c(Br)ccc(O)c3n2)cc1	6%	-5%	7%	39*	94*	?	17%[0.00184 µM]
O=C(NCC(c1cccnc1)N1CCN(c2ccc(F)cc2)CC1)Oc1ccccc1 (stereo unspecified)	?	-3%	-1%	-5	-3	20%&-23%	8.3µM*
O=C(CN1C(=O)/C(=C/c2ccccc2Cl)SC1=S)NC1CCS(=O)(=O)C1 (stereo unspecified)	15%	-3%	0%	-3	-13	6%	-1%
CC(=O)Oc1cccc(C(=O)Nc2ccc3c(c2)C(=O)N(CC2CCCO2)C3=O)c1 (stereo unspecified)	4%	5%	0%	7	-4	-14%	?
Cc1cccc(N(C(=O)c2snc(C(N)=O)c2N)C(C(=O)NCC2CCCO2)c2ccc(N(C)C)cc2)c1C (stereo unspecified)	7.4µM*	-4%	4%	-4	12	-1%	?
CC(C)OCCCn1c(=S)[nH]c2ccc(N3CCOCC3)cc2c1=O	?	2%	-4%	3	-12	?	-1%
CCOC(=O)c1ccc(NC(=O)CN2C(=O)NC3(CCC(C)CC3)C2=O)cc1 (stereo unspecified)	-6%	3%	5%	-1	30	-27%	?

Going on with the list.
Assay codes: A = Pf growth 96h; B = TbPYK inhibitor; C = LmPK inhibitor; D = CHX counter; E = Shiga inhibitor; F = HCV inh; G = Pf growth 48h
O=C(CSc1ccccn1)N1CCN(c2ncc(C(F)(F)F)cc2Cl)CC1
  A: ?; B: -7%; C: 10%; D: 21; E: 0; F: -27%; G: ?
Cc1ccc(NC2CCCN(C(=O)C3CCCCC3)C2)cc1C (stereo unspecified)
  A: -1%; B: 1%; C: -8%; D: 5; E: -7; F: -11%; G: ?
Cc1ccc(NC(=O)c2ccc(N3CCCC3=O)cc2)cc1S(=O)(=O)N1CCCCC1
  A: 0.37µM*; B: 6%; C: .; D: .; E: .; F: ?; G: ?
NS(=O)(=O)c1ccc(CCNC(=O)CSc2nc3ccsc3c(=O)n2CC(=O)O)cc1
  A: 1.2µM*; B: -4%; C: -2%; D: -5; E: -4; F: 23%; G: -11%
O=C(NCCCN=C1NS(=O)(=O)c2ccccc21)c1ccco1
  A: ?; B: 0%; C: 0%; D: 1; E: -3; F: 23%; G: 25%
COC(=O)C(CC(=O)c1cccc(OC)c1)c1ccc(F)cc1 (stereo unspecified)
  A: -7%; B: -8%; C: 6%; D: 20; E: 2; F: ?; G: -5%
CCOC(=O)C1(CCOc2ccccc2)CCN(Cc2ccc(CO)o2)CC1
  A: -25%; B: 6%; C: 9%; D: -1; E: -3; F: ?; G: ?
C=CCN(c1nc(C)cc(OC)n1)S(=O)(=O)c1ccc(C)cc1
  A: -11%; B: 8%; C: 6%; D: 1; E: 1; F: ?; G: 13%
Cc1ccc(C(=O)n2nc(C#N)c(C#N)c2N)cc1
  A: 3%; B: -14%; C: 4%; D: 1; E: 7; F: 17%; G: 35%[activator]
COc1ccc(C(=O)NCCc2nnc3ccc(SCC(=O)NCc4ccc(F)cc4)nn23)cc1
  A: -19%; B: -2%; C: -8%; D: 0; E: -27; F: -1%; G: 12%
CCC1(c2ccccc2)NC(=O)N(CC(=O)NCc2ccc(OC)cc2)C1=O (stereo unspecified)
  A: ?; B: -4%; C: -7%; D: -3; E: -8; F: -28%; G: ?
CCN1C(=S)N[C@@H](CCc2ccccc2)C(C(=O)OC)=C1C
  A: 9.3µM*; B: -7%; C: -9%&0%; D: -1&-3; E: -4&-5; F: -21%; G: ?
Cc1ccc(Nc2nc(/N=C/NO)n[nH]2)cc1C
  A: i; B: -3%; C: 18%; D: 27*; E: 65*; F: 11%; G: 198%[activator]
Cc1ccc(S(C)(=O)=NC(=O)NC(=O)c2c(F)cccc2Cl)cc1 (stereo unspecified)
  A: 16%; B: -8%; C: 4%; D: -2; E: -2; F: 27%; G: 12%
Cc1ccc(S(=O)(=O)Oc2ccc(/C=N/NC(=O)c3nn(C)cc3Cl)cc2)cc1
  A: ?; B: 2%; C: 2%; D: 9; E: 21; F: -4%; G: ?
CCOC(=O)C1CCN(S(=O)(=O)C(F)(F)c2nc3ccccc3s2)CC1
  A: -12%; B: -2%; C: 2%; D: 13; E: 50; F: -10%; G: 26%
Cc1cc(C(=O)N/N=C/c2cc(Br)ccc2OC(=O)c2ccc(Br)cc2)n[nH]1
  A: 43%[activator]; B: .; C: 3%; D: 1; E: 13; F: 2%; G: ?

A different layout for part of the listing above:
Each structure is followed by: Pf growth 96h	TbPYK inhibitor	LmPK inhibitor	CHX counter	Shiga inhibitor	HCV inh	Pf growth 48h
> O=C(NCCCN=C1NS(=O)(=O)c2ccccc21)c1ccco1
    ?	0%	0%	1	-3	23%	25%
> COC(=O)C(CC(=O)c1cccc(OC)c1)c1ccc(F)cc1 (stereo unspecified)
    -7%	-8%	6%	20	2	?	-5%
> CCOC(=O)C1(CCOc2ccccc2)CCN(Cc2ccc(CO)o2)CC1
    -25%	6%	9%	-1	-3	?	?
> C=CCN(c1nc(C)cc(OC)n1)S(=O)(=O)c1ccc(C)cc1
    -11%	8%	6%	1	1	?	13%
> Cc1ccc(C(=O)n2nc(C#N)c(C#N)c2N)cc1
    3%	-14%	4%	1	7	17%	35%[activator]
> COc1ccc(C(=O)NCCc2nnc3ccc(SCC(=O)NCc4ccc(F)cc4)nn23)cc1
    -19%	-2%	-8%	0	-27	-1%	12%
> CCC1(c2ccccc2)NC(=O)N(CC(=O)NCc2ccc(OC)cc2)C1=O (stereo unspecified)
    ?	-4%	-7%	-3	-8	-28%	?
> CCN1C(=S)N[C@@H](CCc2ccccc2)C(C(=O)OC)=C1C
    9.3µM*	-7%	-9%&0%	-1&-3	-4&-5	-21%	?
> Cc1ccc(Nc2nc(/N=C/NO)n[nH]2)cc1C
    i	-3%	18%	27*	65*	11%	198%[activator]
> Cc1ccc(S(C)(=O)=NC(=O)NC(=O)c2c(F)cccc2Cl)cc1 (stereo unspecified)
    16%	-8%	4%	-2	-2	27%	12%
> Cc1ccc(S(=O)(=O)Oc2ccc(/C=N/NC(=O)c3nn(C)cc3Cl)cc2)cc1
    ?	2%	2%	9	21	-4%	?
> CCOC(=O)C1CCN(S(=O)(=O)C(F)(F)c2nc3ccccc3s2)CC1
    -12%	-2%	2%	13	50	-10%	26%

The order is random, and some 24% of all compounds hit somewhere here.
